Screens: PubChem BioAssay, Sanford-Burnham Center for Chemical Genomics
TAG inh: reduces triacylglycerol accumulation in H9c2 cells; AID 651582; 230,000 tested, 0.66% active; Nile Red lipid (TAG) fluorescence; cells loaded with 200 µM oleic acid; inhibition, % at 12.5 µM;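 active means pattern-corrected inhibition of lipid staining of at least 50% with the nuclear-stain viability signal not falling by more than 50%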;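 further: 0% = DMSO wells and 100% = triacsin C control wells; some results filed as inactive read as strong as hits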
TAG inh DAPI viability: further read-out of TAG inh, marked with its call; DAPI nuclei signal change (viability), lower = more cytotoxic, %;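 whole-well DAPI fluorescence read on a plate reader as a viability signal; minus 50 percent equals half of cells still viable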
* hit, by the source's call.

molecule | TAG inh | TAG inh DAPI viability
COc1ccccc1NC(=O)c1cc(C(=O)O)ccc1C(=O)O | 5.7 | 8.4
Cc1csc(SCC(=O)Nc2ncc(Cl)c(C)c2Cl)n1 | 10.8 | -3.8
O=C(c1ccc(N2CCCCC2)c([N+](=O)[O-])c1)N1CCN(S(=O)(=O)c2ccccc2)CC1 | -3.2 | 8.6
CCCCNC(=O)C1(C)CCN1Cc1cccc2c(OC)cc(C(=O)OCC)cc12 (stereo not given) | 5.9 | -45.7
Cc1ccc2oc(=O)n(Cc3ccccc3OC(C)C)c2c1 | -9.9 | 2.2
Cc1ccc(S(=O)(=O)N2[C@@H](c3ccc(C(C)C)cc3)C(C(=O)O)=C[C@H]2C(C)(C)C)cc1 | -2.1 | 4.1
Cc1onc(-c2ccccc2Cl)c1C(=O)NC1CCS(=O)(=O)C1 (stereo not given) | 0.5 | 7.8
O=C(Nc1nc2c(F)cc(F)cc2s1)c1ccco1 | 4.8 | 2.7
CCCCCn1c(=S)[nH]c2cc(C(=O)N3CCCC3)ccc2c1=O | 3.5 | -2.5
O=C1CC[C@H](OCc2ccccc2)CCN1[C@H](CSc1ccccc1)Cc1ccccc1 | -10.4 | 0.4

Next part
molecule | TAG inh | TAG inh DAPI viability
C=CCn1c(=O)c(C(=O)NCc2ccc3c(c2)OCO3)c(O)c2cc(OC)c(OC)cc21 | 18.1 | -1.8
CC(=NNC(=S)N1CCN(C2CCCCCC2)CC1)c1ccccn1 | 76.6 | -75.8
COC(CNC(=O)c1ccc2nc(-c3ccccc3)c(-c3ccccc3)nc2c1)OC | 13.6 | 26.4
CCc1nc2c(OCc3ccc(F)cc3)cccn2c1N(C)C(=O)c1ccc(C)cc1 | -23.1 | -3.6
Cc1ccc(-n2c(Cn3cnc4ccccc43)nnc2SCC(=O)O)cc1 | 16.8 | -1.2
COc1ccc(CCN(C)C(=S)NC(=O)c2ccc(F)cc2Cl)cc1OC | -9.1 | 1.4
CN(Cc1cnccn1)Cc1ccccc1OCC(O)CN1CCc2ccccc2C1 (stereo not given) | -5.6 | 21.2
O=C(NNc1ccc([N+](=O)[O-])cc1[N+](=O)[O-])c1ccco1 | 0.6 | 0.0
O=NN(CCCl)C(=O)NCCCl | 3.3 | -11.7
CCc1ccc(C(=O)Nc2ccc(C)c(NS(C)(=O)=O)c2)cc1 | 8.2 | -1.9

(continued)
molecule | TAG inh | TAG inh DAPI viability
CC(Oc1ccccc1F)c1nnc(SCC(=O)Nc2ccc(N3CCOCC3)cc2)o1 (stereo not given) | 21.6 | -4.7
COc1cccc(/C=N/Nc2nnc3c(n2)[nH]c2ccccc23)c1OC | -7.2 | 10.2
CCOC(=O)N(C)S(=O)(=O)c1ccccc1[N+](=O)[O-] | 2.6 | -3.3
Cc1cc2nc(C(C)(C)C)cc(N)n2n1 | 7.7 | -4.6
Nc1nc(C(F)(F)F)cc(=O)n1N | 0.0 | -4.6
COc1cc2c(cc1[N+](=O)[O-])-c1ccc([N+](=O)[O-])cc1C2 | 8.4 | -14.7
Cc1c(NC(=O)c2ccc(NS(=O)(=O)c3ccc(F)c(F)c3)cc2)c(=O)n(-c2ccccc2)n1C | 4.2 | 2.1
CN1CCCN(c2cc(-c3ccc4ccccc4c3)nc3ccnn23)CC1 | -5.2 | 29.9
COc1cc(C(c2sc3nc(C)nn3c2O)N2CCN(c3ccccc3)CC2)cc(OC)c1OC (stereo not given) | -1.1 | -8.2
O=C(Cn1cnc2c(NC(=O)OCc3ccccc3)ncnc21)NCc1ccccn1 | 1.7 | 3.5

Entries from the list above that have a furan ring, fused or not (2):
molecule | TAG inh | TAG inh DAPI viability
O=C(Nc1nc2c(F)cc(F)cc2s1)c1ccco1 | 4.8 | 2.7
O=C(NNc1ccc([N+](=O)[O-])cc1[N+](=O)[O-])c1ccco1 | 0.6 | 0.0

Full records as entered above. Order of values: TAG inh | TAG inh DAPI viability
Record of CC(Oc1ccccc1F)c1nnc(SCC(=O)Nc2ccc(N3CCOCC3)cc2)o1 (stereo not given) = 21.6 | -4.7
Record of COc1cccc(/C=N/Nc2nnc3c(n2)[nH]c2ccccc23)c1OC = -7.2 | 10.2
Record of COc1cc2c(cc1[N+](=O)[O-])-c1ccc([N+](=O)[O-])cc1C2 = 8.4 | -14.7

The list continues:
molecule | TAG inh | TAG inh DAPI viability
O=C1Nc2ccccc2N(O)N1c1cc(-c2ccccc2)[nH]n1 | 9.2 | 11.8
Cc1cccc(NC(=O)CSc2nc(NS(=O)(=O)c3ccccc3)cc(=O)[nH]2)c1 | 12.0 | -7.1
Cc1noc(C)c1C(=O)OCC(=O)NCCc1ccc(S(N)(=O)=O)cc1 | -1.8 | -3.3
CC1CC1C(=O)OCC(=O)NC(=O)NC12CC3CC(CC(C3)C1)C2 (stereo not given) | 7.6 | 1.5
CS(=O)(=O)N(CC(=O)N1CCCC1)C1CCCCC1 | 2.5 | -4.6
Cc1cc(C)c2nc(N3C(=O)C(O)=C(C(=O)c4ccco4)C3c3cccc(O)c3)sc2c1 (stereo not given) | 5.0 | 1.4
CN(C)S(=O)(=O)c1ccc(NC=C(C#N)C#N)cc1 | -1.2 | -6.2
COc1ccccc1C(=O)NC(=O)COC(=O)c1nccnc1N | 4.3 | -8.5
Cc1cccc(NC(=O)C2CCCN2C(=O)OCC(C)C)c1 (stereo not given) | 0.1 | 15.8
COc1cc(/C=C/C(=O)OCC(=O)N(C)CC(=O)Nc2ccc(F)cc2)ccc1OC(F)F | 9.4 | -9.1

Additional structures:
molecule | TAG inh | TAG inh DAPI viability
O=C1Cc2cc(NS(=O)(=O)c3ccc(F)cc3)cc3c2N1CCC3 | -0.9 | 1.6
Cc1noc(C)c1S(=O)(=O)Nc1ccc2c(c1)C(=O)N([C@H](C)CO)C[C@H](C)[C@H](CN(C)C(=O)NC(C)C)OCCCC[C@@H](C)O2 | -9.0 | -1.9
c1ccc2sc(NC3=NCN(CC4CCCO4)CN3)nc2c1 (stereo not given) | 1.6 | 13.0
O=C(O)c1ccccc1C(=O)Nc1ccc(S(=O)(=O)Nc2nccs2)cc1 | -3.3 | -6.5
COc1cc(C(=O)N2CCN(S(=O)(=O)c3ccc(C)cc3)CC2)ccc1OCc1c(C)noc1C | -4.0 | -1.1
CN1C(=O)C(C)(C)c2cc(S(=O)(=O)NCC(=O)NCc3ccccc3)ccc21 | 5.1 | 2.7
NC(=O)c1cccnc1Oc1ccccc1 | -0.4 | -2.5
O=C(c1ccccc1)c1ccc(C(=O)N2CCN(c3ccc(O)cc3)CC2)cc1 | -10.2 | 0.8
COCCn1c(SCC(=O)N2CC(=O)Nc3ccccc32)nc2ccccc2c1=O | 9.9 | -9.2
CCOC(=O)CN1NC2(CCCCC2)NC1=S | 9.6 | 2.7

Pulled one by one from above, 3 records:
molecule | TAG inh | TAG inh DAPI viability
CCOC(=O)CN1NC2(CCCCC2)NC1=S | 9.6 | 2.7
Cc1noc(C)c1S(=O)(=O)Nc1ccc2c(c1)C(=O)N([C@H](C)CO)C[C@H](C)[C@H](CN(C)C(=O)NC(C)C)OCCCC[C@@H](C)O2 | -9.0 | -1.9
COCCn1c(SCC(=O)N2CC(=O)Nc3ccccc32)nc2ccccc2c1=O | 9.9 | -9.2

More compounds:
molecule | TAG inh | TAG inh DAPI viability
COc1ccc(C(=O)N2CCCc3ccccc32)cc1Br | -2.8 | 1.7
O=C1NC(c2ccccc2)Cc2ccncc21 (stereo not given) | -12.8 | 8.3
NC(N)=NN=C(c1ccc(F)cc1)c1ccc(C(F)(F)F)cc1 | 48.5 | 5.3
OC[C@@H]1CN(Cc2cccnc2)C[C@H](n2cnc3c(NC4CCCC4)ncnc32)O1 | 7.5 | -8.4
Cc1ccc(COc2ccc(C(=O)NN)cc2)cc1 | 12.9 | -3.0
O=C(Nc1nc(-c2cccs2)c(-c2ccccc2)s1)c1ccco1 | 5.0 | 0.4
O=C(COC(=O)c1ccc(F)cc1F)NC(=O)Nc1ccc2c(c1)OCCO2 | -4.0 | 7.9
Cn1c(=O)cc(N2CCOCC2)[nH]c1=O | 6.0 | -1.2
COc1c(Br)cc(Br)cc1/C=N/NC(=O)c1ccncc1 | 12.8 | 4.4
Cc1ccc(CNC(=O)CCc2nnc(Cc3ccc(-c4ccccc4)cc3)o2)o1 | 12.0 | -32.7

Other compounds follow.
molecule | TAG inh | TAG inh DAPI viability
COc1ccc(-c2nc(SCC(=O)Nc3nccs3)c(-c3ccc(Cl)cc3)[nH]2)cc1 | 25.3 | 0.8
CC1CCN(S(=O)(=O)CCNC(=O)c2ccc3c(c2)OCO3)CC1 | -3.7 | -1.8
O=C(N/N=C/c1ccc(N2CCOCC2)c([N+](=O)[O-])c1)c1ccc(F)cc1 | -19.0 | -17.5
O=C(Nc1ccc(F)c(Cl)c1)c1nsc(Cl)c1Cl | -8.4 | -0.6
COc1ccc(OCC(=O)OCC(=O)N2C(C)CCCC2C)cc1 (stereo not given) | 1.8 | -7.2
CC(C)(C)OC(=O)C[C@@H]1C/C=C\C[C@@H](CC(=O)NCCO)C(=O)N[C@H](Cc2c[nH]c3ccccc23)COC1=O | -15.4 | 3.2
O=C(Nc1ccccc1Cl)C1CCN(Cc2cnn(-c3ccccc3)c2-n2cccc2)CC1 | -6.2 | 7.4
CCOC(=O)N1CCC(NC(=O)CC2C(=O)NCCN2Cc2cccc(F)c2F)CC1 (stereo not given) | 12.2 | -4.9
C[C@H](CO)N1C[C@H](C)[C@@H](CN(C)S(=O)(=O)c2cccc(F)c2)OCc2cnnn2CCCC1=O | 21.5 | -17.9
O=C(NCCc1cccs1)C(c1ccccc1)c1ccccc1 | -3.1 | -3.9

Further compounds
molecule | TAG inh | TAG inh DAPI viability
COCc1ccc(C(=O)N2CCCC(CCC(=O)NCc3ccccc3F)C2)o1 (stereo not given) | 16.0 | -12.3
Cn1nnc(C(O)CNCc2ccc(Cl)cc2)n1 (stereo not given) | 16.3 | 9.4
Cc1ccc(C(=O)NNC(=O)CCC(=O)Nc2cccc(Cl)c2C)cc1 | 10.7 | 4.1
COc1ccc(CNCCS(=O)(=O)NC2CCCC2)cc1 | 12.2 | 0.9
CCc1ccc(NC(=O)c2noc3c2CCC3)cc1 | 9.4 | -11.0
Clc1ccc(-c2csc(Nc3ccccc3)[n+]2Cc2ccco2)c(Cl)c1 | 4.9 | -12.3
O=C(Nc1ccc(Cl)cc1)N1CCCC(Cn2cccc2)C1 (stereo not given) | -28.2 | 5.2
CC(=O)NS(=O)(=O)c1ccc(NC(=O)c2cc3c(=O)n4ccccc4nc3s2)cc1 | -2.4 | -0.1
CN(CC(=O)Nc1c(Cl)cccc1Cl)C(=O)CNC(=O)c1ccco1 | -4.2 | 2.4
O=C1C2C3C=CC(C4CC34)C2C(=O)N1CCCCN1CCN(c2ccc(F)cc2)CC1 (stereo not given) | -34.5 | 5.2

More structures
molecule | TAG inh | TAG inh DAPI viability
Cc1cccc(-n2c(C)cc(/C=C3/C(=N)N4C(c5ccccc5)=CSC4=NC3=O)c2C)c1 | 26.8 | 7.5
CCC1CCCCN1C(=O)COC(=O)c1n[nH]c2ccccc12 (stereo not given) | -10.7 | 6.9
Cc1occc1C(=O)N1CCCC(Nc2ccc(F)cc2)C1 (stereo not given) | 3.5 | 1.1
CC1=C(C(=O)OCC2CCCCC2)C(c2ccccc2F)NC(=O)N1 (stereo not given) | 6.8 | 3.7
Cc1cc(C)n(CCNC(=O)c2cc(COc3ccc4ncccc4c3)on2)n1 | -6.6 | -1.5
CCCCn1c(N)c(N(CCC(C)C)C(=O)CSc2nnc(Nc3ccccc3)s2)c(=O)[nH]c1=O | -21.5 | -8.3
O=C(CCC(=O)c1ccc(F)cc1)NC1CCCN(Cc2ccccc2F)C1 (stereo not given) | 5.6 | -4.9
Cc1ccccc1OCC(=O)Nc1ccc(N2CCN(C(=O)C(C)C)CC2)c(Cl)c1 | 53.8* | -3.4*
CCc1nc2c(OCCn3cccc3)cccn2c1N(C)C(=O)c1ccc(C)cc1 | -16.8 | 6.4
C=CCn1c(N)cc(=O)nc1SC(C)C(=O)Nc1ccc(C(=O)OCC)cc1 (stereo not given) | -5.9 | -6.8

The listing continues.
molecule | TAG inh | TAG inh DAPI viability
CN(CCc1ccccc1)C(=O)c1ccc(NC(=O)Cc2ccc(NC(=O)C3CCCN(C(=O)C4CCCCC4)C3)cc2)cc1 (stereo not given) | -29.1 | 8.7
Cc1n[nH]c(C)c1CCC(=O)N/N=C/c1c(C)[nH]c2ccccc12 | 12.6 | -8.6
Cn1cccc1/C=N/n1c(-c2ccc(Cl)cc2)n[nH]c1=S | 1.9 | 4.4
COc1ccc2c(Cl)c(C(=O)OCC(=O)c3ccc4c(c3)NC(=O)CO4)sc2c1Cl | 0.7 | 0.6
CCN(CC(=O)Nc1ccc2c(c1)OCCO2)C(=O)COc1ccc(C(C)=O)cc1 | 8.0 | -2.0
COc1ccc(OC)c(C(c2nnnn2CCc2ccccc2)N2CCN(c3ccccc3)CC2)c1 (stereo not given) | 31.2 | -2.6
Clc1ccc(COc2cccc(CNCc3ccncc3)c2)cc1 | -23.7 | 12.9
O=C(OCC(=O)N1CCC(c2ccccc2)=N1)c1ccc(Cl)s1 | -34.1 | 5.2
O=C(COC(=O)c1cnc(Cl)c(Cl)c1)NC1CCCC1 | -0.4 | 0.2
O=C(Nc1c(C(=O)O)[nH]c2ccccc12)NC1CCCCC1 | -7.0 | 0.9

The list goes on:
molecule | TAG inh | TAG inh DAPI viability
C=CCSc1nc(=O)n2ccccc2n1 | -4.4 | -4.4
COc1ccc(CNC[C@H]2O[C@@H](n3cnc4c(N)ncnc43)[C@H](O)[C@@H]2O)cc1OC | -3.4 | -7.8
CCCCn1c(N)c(N(CCOC)C(=O)c2cnccn2)c(=O)[nH]c1=O | 2.5 | 6.4
Nc1nc(NC(=O)c2ccc(F)cc2)ns1 | -3.0 | 4.2
COC(=O)c1cccc(NC(=O)Nc2ccc(Cl)cc2Cl)c1 | -1.5 | 6.7

A portion of the library. The share of hits here may be higher or lower than overall.
